# Source: PubChem (several laboratories)
# H69AR growth 86K = blocks growth of human H69AR lung tumor cells; viability, % at 10 µM; H69AR lung tumor viability, ATP luminescence, 72 h; stronger effect = lower value; 85,000 compounds, 6% hits;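 active = viability at or below 40%; inactive = viability above 40%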;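 note: multidrug resistant small cell line overexpressing MRP-1 efflux transporter; 100% = mean luminescence of untreated control wells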
# S1P2 ag = agonists of human S1P2 receptor; O95136; S1P2-expressing cell line, agonist reporter read-out; activation, % at 4.5 µM; 97,000 compounds, 0.46% hits; AID 729; in the data active = activation above about 16%;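 note: 0% = vehicle low control and 100% = maximal reference agonist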
# Target sequence (O95136 whole entry, looked up): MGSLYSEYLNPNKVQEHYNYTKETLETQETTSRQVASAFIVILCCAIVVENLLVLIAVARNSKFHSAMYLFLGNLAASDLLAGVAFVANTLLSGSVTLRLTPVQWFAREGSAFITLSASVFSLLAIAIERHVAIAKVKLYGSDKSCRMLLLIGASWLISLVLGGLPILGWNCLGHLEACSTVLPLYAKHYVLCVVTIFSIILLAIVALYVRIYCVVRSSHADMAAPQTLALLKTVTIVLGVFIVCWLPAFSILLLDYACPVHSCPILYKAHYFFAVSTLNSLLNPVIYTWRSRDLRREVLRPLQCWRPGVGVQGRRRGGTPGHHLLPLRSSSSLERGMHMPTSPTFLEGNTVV
# S1P2 blocker = antagonists of human S1P2 receptor. 97,000 compounds, 0.21% hits. inhibition, % at 5 µM. O95136. cell-based S1P2 antagonist assay, inhibition at 5 uM; in the data active = inhibition above about 45%;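 note: CRE beta-lactamase reporter cells expressing human S1P2 stimulated with S1P; 0% = agonist at EC80 alone and 100% = agonist plus reference antagonist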
# LYP act = activators of human LYP (PTPN22) phosphatase | Q9Y2R2 | recombinant LYP, DiFMUP fluorescence; 0 = plate median, 100 = signal doubled | activation, % at 2 µM | 96,000 compounds, 0.11% hits | AID 697;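 active = activation at 2 µM above a set limit, the mean plus 5 SD, cut at about 37% in these data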
# sEH act = increases human soluble epoxide hydrolase activity | purified human sEH enzymatic activity, activator screen | AID 717 | P34913 | activation, % at 2 µM | 91,000 compounds, 0.04% hits; in the data active = activation above about 37%; note: values of inactives mirror those of a sister screen read the other way
# Target sequence (P34913 whole entry, looked up): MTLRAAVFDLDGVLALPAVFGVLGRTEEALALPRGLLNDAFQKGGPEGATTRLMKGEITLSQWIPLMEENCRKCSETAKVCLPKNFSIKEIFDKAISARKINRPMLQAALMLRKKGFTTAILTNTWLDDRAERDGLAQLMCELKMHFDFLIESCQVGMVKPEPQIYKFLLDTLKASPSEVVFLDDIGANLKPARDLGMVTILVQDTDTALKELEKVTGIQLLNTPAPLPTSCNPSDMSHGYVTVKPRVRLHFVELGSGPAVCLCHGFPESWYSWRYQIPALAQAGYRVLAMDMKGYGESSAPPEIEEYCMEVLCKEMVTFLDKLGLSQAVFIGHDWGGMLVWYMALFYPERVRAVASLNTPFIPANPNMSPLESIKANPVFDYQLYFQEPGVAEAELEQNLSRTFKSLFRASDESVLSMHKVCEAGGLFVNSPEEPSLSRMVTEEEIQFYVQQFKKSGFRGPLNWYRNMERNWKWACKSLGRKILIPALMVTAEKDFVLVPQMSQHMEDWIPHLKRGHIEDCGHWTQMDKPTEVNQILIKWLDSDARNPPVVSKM
# PostGolgi ctrl = growth of the yeast control strain, post-Golgi counter-screen | efflux-deficient yeast background strain, growth absorbance A615, 16 h | inhibition, % at 10 µM | 98,000 compounds, 5% hits; in the data active = inhibition above about 30%
# sEH inhibitor = inhibitors of human soluble epoxide hydrolase; P34913; recombinant human sEH enzymatic activity assay; inhibition, % at 2 µM; 91,000 compounds, 0.34% hits; AID 707; in the data active = inhibition above about 80%; note: values of inactives mirror those of a sister screen read the other way; many of its hits are not listed in these tables
# Fibroblast inh = blocks proliferation of human lung fibroblasts | 85,000 compounds, 1.1% hits | AID 719 | LL 47 human lung fibroblast viability, ATP luminescence; stronger effect = lower value | viability, % at 10 µM;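 active = viability at or below 50% in the single dose screen; inactive = viability above 50%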;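 note: compound exposure lasted 72 h before the ATP readout; 100% = median luminescence of untreated cell-only wells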
#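 test system = LL 47 human lung fibroblasts | amount = 1,150 fibroblasts seeded per well | medium = 15% FBS in IMEM | times = overnight cell rest, 72 h compound treatment at 37 °C | measured by = CellTiter-Glo luminescence measuring cellular ATP | read-out = viability percentage against median untreated-cell control | benchmarks = cell-only wells, no compound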
# HUVEC inhibit = human endothelial cell proliferation inhibition; HUVEC proliferation, CellTiter-Glo luminescence, 72 h; stronger effect = lower value; 86,000 compounds, 1.1% hits; viability, % at 10 µM (by protocol);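 active = viability at or below 30%; inactive = viability above 30%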;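 note: 100% = median luminescence of DMSO-only cell control wells on each plate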
# * hit, by the source's call; nt = no result given. Some of the compounds tested (hit frequency here may not be typical).
SMILES,H69AR growth 86K,S1P2 ag,S1P2 blocker,LYP act,sEH act,PostGolgi ctrl,sEH inhibitor,Fibroblast inh,HUVEC inhibit
CC(=O)Nc1ccc(C(=O)NC(CC(=O)O)c2ccc(Cl)cc2)cc1 (configuration not stated),103.2,-3.7,-0.4,14.7,15.7,-2.5,-16.2,99.9,98.7
COCCCNC(=O)Cn1ncc2ccsc2c1=O,87.6,-1.6,-2.1,-15.2,-4.6,4.4,8.0,97.2,99.3
Cc1ccc(C)c2c3c([nH]c12)-c1nonc1CC3,86.2,-3.4,4.0,4.3,3.8,3.5,-1.8,102.5,97.8
O=C(Nc1nc2nc(-c3ccccc3)cc(=O)n2[nH]1)c1ccccc1,86.3,-2.5,-1.3,-1.2,8.8,-1.6,-8.9,94.0,87.7
Cc1csc(NC(=O)c2cccs2)n1,87.1,-1.7,-10.0,1.7,-1.9,1.8,6.9,95.1,86.0
CCCn1nc2cc(C(=O)NCc3ccc(C)cc3)ccc2c1OC,nt,-1.8,9.5,-8.3,-5.3,23.1,8.2,nt,nt
CC1=C(C(N)=O)C(c2ccccc2F)NC(=O)N1 (configuration not stated),nt,-6.8,-5.5,-13.8,3.6,-7.0,-5.7,nt,nt
C#CCOC(=O)c1csc2nnsc12,89.0,0.7,-11.2,-5.8,3.8,nt,-1.3,97.3,75.9
COc1ccccc1C1/C(=C(/O)c2ccc(OC(C)C)cc2)C(=O)C(=O)N1c1cc(C)on1 (configuration not stated),88.5,-7.4,-13.1,1.0,nt,14.6,nt,104.4,100.9
O=C(COC(=O)C12CC3CC(CC(O)(C3)C1)C2)Nc1ccccc1OC(F)F,101.9,-1.1,-4.1,0.2,-7.7,14.9,8.9,98.8,91.7
CCCCOc1ccc2ccccc2c1C=O,nt,-1.8,-38.7,-3.2,-4.2,5.9,3.9,nt,nt
O=C(CN1C(=O)c2ccccc2C1=O)NCC(=O)OCC(=O)c1ccc(Br)cc1,nt,-9.4,9.2,2.1,-11.9,0.1,13.8,nt,nt
CCc1cc2c(N[C@@H](C)C(=O)O)ncnc2s1,88.0,-2.5,4.0,-0.4,12.4,-2.0,-10.1,103.2,101.3
COc1ccc(N(CC(=O)Nc2ccc(OC)c(Cl)c2)S(=O)(=O)c2c(C)noc2C)cc1,86.5,-7.4,3.0,-4.1,nt,6.9,nt,86.2,92.8
Cc1ccc2nc(SCC(=O)N(CC(C)C)c3c(N)n(CC(C)C)c(=O)[nH]c3=O)[nH]c2c1,89.2,3.0,-14.4,-5.6,0.6,2.9,-0.8,102.7,95.7
CCOC(=O)c1nc(-c2ccc3c(c2)OCO3)[nH]c1C,36.0*,nt,nt,nt,nt,14.1,nt,101.3,67.0
Cc1ccc(CNC(=O)C(Cc2ccccc2)NS(=O)(=O)c2cccs2)cc1 (configuration not stated),80.0,-3.2,-11.9,-4.2,1.0,10.5,0.9,97.0,106.7
O=C1CCCc2nc(N3CCc4ccccc43)ncc21,88.3,-2.2,-29.4,-1.8,8.0,-0.1,-8.6,85.9,67.4
O=C(NC1CCCCC1)C(c1ccco1)N(C(=O)C(F)(F)F)C1CC1 (configuration not stated),98.8,-3.4,-37.6,3.0,0.4,nt,-0.7,94.0,99.3
CCOc1ccc(CCNC(=O)c2cc3ccccn3n2)cc1OCC,98.8,-1.8,-16.8,2.4,9.6,4.6,-8.9,91.0,112.0

# Sorted by SMILES length (rising): some entries from above
SMILES,H69AR growth 86K,S1P2 ag,S1P2 blocker,LYP act,sEH act,PostGolgi ctrl,sEH inhibitor,Fibroblast inh,HUVEC inhibit
O=C1CCCc2nc(N3CCc4ccccc43)ncc21,88.3,-2.2,-29.4,-1.8,8.0,-0.1,-8.6,85.9,67.4
Cc1ccc(CNC(=O)C(Cc2ccccc2)NS(=O)(=O)c2cccs2)cc1 (configuration not stated),80.0,-3.2,-11.9,-4.2,1.0,10.5,0.9,97.0,106.7
Cc1ccc2nc(SCC(=O)N(CC(C)C)c3c(N)n(CC(C)C)c(=O)[nH]c3=O)[nH]c2c1,89.2,3.0,-14.4,-5.6,0.6,2.9,-0.8,102.7,95.7

# Additional structures:
SMILES,H69AR growth 86K,S1P2 ag,S1P2 blocker,LYP act,sEH act,PostGolgi ctrl,sEH inhibitor,Fibroblast inh,HUVEC inhibit
COc1ccc(OC)c(Nc2nc(-c3cccc([N+](=O)[O-])c3)nc3ccccc23)c1,nt,-3.8,2.7,-6.5,-10.0,13.4,9.7,nt,nt
O=C1CCCC2=C1C(c1cn(-c3ccccc3)nc1-c1cccs1)c1c([nH]c(=O)[nH]c1=O)N2 (configuration not stated),94.9,-7.4,15.5,-7.9,9.8,4.1,-8.0,90.2,96.6
Cc1nc2ccc(F)cc2cc1C(=O)NCc1ccco1,112.3,-4.6,16.4,-1.2,7.4,9.2,-8.9,95.7,90.5
COc1ccc(/C=C(/NC(=O)c2ccc(C)cc2)c2nc3ccccc3[nH]2)cc1OC,nt,-7.5,7.1,-9.3,4.1,5.8,1.8,nt,nt
COCc1cc(=O)n2c([nH]c3ccccc32)c1C#N,95.8,-1.8,9.7,-9.0,nt,6.6,nt,101.0,96.3
CN1/C(=C\C(=O)COc2ccc3c(c2)OCO3)C(C)(C)c2ccccc21,81.3,-3.7,3.3,0.0,-1.8,15.6,1.0,93.3,86.9
CCCCc1n[nH]c2c1/C(=N/O)CC(C)(C)C2,103.8,-7.3,13.7,-4.9,-8.2,nt,8.7,107.7,93.0
COC(=O)c1ccc(Cc2ccccc2)o1,108.0,-7.3,-6.3,2.7,5.8,5.6,-7.9,107.6,94.8
O=C1C2C3C=CC(O3)C2C(=O)N1CC(O)c1ccccc1 (configuration not stated),100.9,-2.2,-21.5,-1.0,11.5,-2.1,-11.4,104.8,110.7
Cc1cc2n(n1)C(c1sccc1C)Nc1ccccc1-2 (configuration not stated),96.9,-2.5,-26.5,-5.6,-3.3,8.3,5.3,91.4,98.4
CC(C)=CCCC1=CCC(/C(C)=N/NC(N)=O)CC1 (configuration not stated),nt,-0.9,3.0,-2.1,-3.7,22.1,6.3,nt,nt
CCCCC(CC)CN1C(=O)/C(=C/c2ccncc2)SC1=S (configuration not stated),nt,-1.4,13.5,-10.4,4.1,31.8*,-1.8,nt,nt
COc1cccc(NC(=O)CSc2ncnc3c2oc2ccccc23)c1,45.6,0.0,-30.9,25.4,-9.1,2.7,12.3,88.9,72.5
CCC(c1nnnn1Cc1cccs1)N1CCN(c2nc3ccccc3s2)CC1 (configuration not stated),94.6,nt,nt,nt,nt,31.6*,nt,91.7,70.6
Cc1ccc(Nc2ncc3c(n2)CC(c2ccco2)CC3=O)c(C)c1 (configuration not stated),nt,-12.0,11.9,0.3,9.9,25.5,-11.0,nt,nt
O=C(CN1CCN(C(=O)c2cccc(F)c2)CC1)Nc1ccccc1F,91.8,-1.9,3.0,5.3,-2.0,1.3,5.4,101.2,104.5
COc1ccc2[nH]c(C(=O)O)c(CCC(=O)O)c2c1,97.0,-4.3,-5.2,4.1,-1.9,-0.6,4.3,88.9,88.2
O=C(COC(=O)C1CC(=O)N(c2ccccc2)C1)c1ccccc1 (configuration not stated),97.3,-8.2,6.2,17.4,18.6,10.9,-19.8,99.1,89.1
Cc1ccccc1OCC(=O)N/N=C1\CCOc2c(C)cccc21,nt,-5.8,15.1,1.4,-67.4,-6.4,67.0,nt,nt
CC(C)(C)NCc1cccn1-c1sc2c(c1C#N)CCCC2,105.6,-2.4,16.8,-4.4,-9.0,4.1,8.5,91.5,89.8
CSc1ccccc1-n1nnnc1SCC(=O)NCc1cccs1,75.0,-4.3,4.0,-7.2,-18.7,5.6,18.8,53.5,87.7
O=c1[nH]cnc2scc(C3COc4ccccc4O3)c12 (configuration not stated),105.2,nt,nt,nt,nt,8.2,nt,91.7,87.6
COc1ccc(CNC(=S)Nc2cc(C)ccc2C)cc1,nt,-3.9,2.8,-13.7,-2.2,-1.8,1.4,nt,nt
CC(=O)c1cc(F)c(N2CCN(C(=O)Cc3ccccc3)CC2)cc1C,79.1,-9.2,-2.6,12.5,-10.8,11.0,12.6,94.0,112.7
Cc1cc(C)n2cc(CSc3nnc(-c4ccccc4)o3)nc2n1,83.5,4.4,-22.8,15.2,-7.0,6.6,6.6,93.3,106.2
CCC(c1nnnn1C(C)(C)CC)N(CCCO)Cc1cc2cc(C)cc(C)c2[nH]c1=O (configuration not stated),105.4,nt,nt,nt,nt,-0.2,nt,92.2,84.0
O=C(Cn1ncc2c(=O)oc3ccccc3c21)N1CCCN(Cc2ccccc2F)C1,92.5,nt,nt,nt,nt,1.5,nt,104.3,100.2
O=C(NCc1ccccc1)c1cccc(S(=O)(=O)N2CCOCC2)c1,nt,-4.2,19.6,2.8,-17.0,21.8,17.3,nt,nt
CCN(CC)Cc1c(C(=O)OC)nnn1-c1nonc1N,97.4,-1.8,-8.1,1.0,1.7,2.4,-3.6,96.5,97.8
O=C(NCCN1CCCC1)c1ccc(CS(=O)(=O)c2c(Cl)cccc2Cl)o1,90.7,-1.0,-2.9,-1.3,4.0,2.0,-1.7,95.6,95.5
COCc1nnc(NC(=O)C(C)C)s1,95.2,3.5,-9.2,6.5,2.6,-4.4,-2.5,106.5,93.3
O=C(CSc1nnc(CNC(=O)c2ccccc2F)o1)NCCc1ccccc1,94.3,-2.5,-19.1,-5.6,-10.6,3.0,12.3,93.5,93.5
O=C(NCC(=O)N(Cc1ccccc1)C(C(=O)NC1CCCC1)c1cccnc1)c1ccco1 (configuration not stated),93.3,-1.8,-6.6,19.2,-5.6,nt,5.6,95.6,88.3
O=S(=O)(c1ccccc1)N1C2CCC1CC(O)(c1cccnc1)C2 (configuration not stated),96.0,-3.1,6.9,-1.4,-0.7,0.8,-0.3,108.4,109.9
CC(NC(=O)c1ccc(CS(=O)(=O)c2ccc(Cl)cc2)o1)c1ccc2c(c1)OCCO2 (configuration not stated),95.0,-3.1,1.7,6.2,-17.1,13.6,14.7,100.8,76.3
O=C(Nc1ccc(C(F)(F)F)cc1)C1CC(=O)N(c2ccc3c(c2)OCCO3)C1 (configuration not stated),82.9,-1.5,1.6,-5.8,-38.3,14.0,38.0,98.2,97.3
Cc1cc(OCC(=O)Nc2ccc3c(c2)OCCO3)cc(C)c1Cl,101.7,0.5,-13.3,-3.9,-28.2,-2.7,26.5,115.7,93.6
c1ccc(-c2c[nH]c3[n+]2CCCCC3)cc1,90.8,-3.4,-23.2,2.4,-6.3,4.8,7.5,97.0,92.5
C/C=C/COC(=O)c1[nH]c2c(c1C)C(=O)CC(c1ccc(N(C)C)cc1)C2 (configuration not stated),29.2*,nt,nt,nt,nt,11.4,nt,110.2,79.4
CCOc1cc(-c2nc(-c3ccccc3)c(-c3cc([N+](=O)[O-])ccc3C)[nH]2)ccc1O,61.4,-5.5,5.7,-0.8,-11.5,-0.1,12.8,89.0,58.2
O=C(c1cnc(-c2ccccc2)s1)c1ccc(Cl)cc1Cl,nt,-5.2,-2.1,5.5,-9.7,16.2,8.6,nt,nt
O=C(CCc1ccc(S(=O)(=O)NC2CCCCC2)cc1)Nc1ccccc1,nt,-5.8,-11.6,-2.0,-8.0,-6.5,10.1,nt,nt
CC1(C)CC2(CCO1)OC(=O)CC2C(=O)NCc1ccccc1 (configuration not stated),91.1,-0.9,27.1,-4.3,-4.2,5.4,4.5,99.5,60.6
C=CCOc1nc2c(c(=O)n(C)c(=O)n2C)n1Cc1ccccc1Cl,37.6*,-5.8,-5.5,1.8,-1.5,9.0,1.4,93.2,93.5

# Record cards, as listed above:
# C=CCOc1nc2c(c(=O)n(C)c(=O)n2C)n1Cc1ccccc1Cl is listed with H69AR growth 86K = 37.6*; S1P2 ag = -5.8; S1P2 blocker = -5.5; LYP act = 1.8; sEH act = -1.5; PostGolgi ctrl = 9.0; sEH inhibitor = 1.4; Fibroblast inh = 93.2; HUVEC inhibit = 93.5
# O=C(CCc1ccc(S(=O)(=O)NC2CCCCC2)cc1)Nc1ccccc1 is listed with H69AR growth 86K = nt; S1P2 ag = -5.8; S1P2 blocker = -11.6; LYP act = -2.0; sEH act = -8.0; PostGolgi ctrl = -6.5; sEH inhibitor = 10.1; Fibroblast inh = nt; HUVEC inhibit = nt
